High-throughput results from PubChem BioAssay.
Large T inhibition: TAg ATPase/helicase activity blockers – biochemical (AID 1903); 310,000 tested, 0.39% active; inhibition, % at 20 µM; hits with a dose series show IC50 in µM; SV40 large T antigen ATPase/helicase inhibition assay; higher % means a stronger effect; in the data active = a potency from the dose series; inconclusive = inhibition mostly from about 32% at the one dose, without a potency; inactive = the rest, 99 in 100 with inhibition below about 32%; note: strong numbers were not always called active
RSV CPE inhibition: inhibition of RSV-induced cytopathic effect – HEp-2 cells, primary 10 µM value included (AID 2391). HEp-2 cells, RSV-induced CPE inhibition; higher % means a stronger effect. CPE inhibition, % at 10 µM, or IC50 in µM where a hit was titrated. 310,000 tested, 0.13% active; in the data active = a potency from the dose series; inconclusive = CPE inhibition mostly from about 23% at the one dose, without a potency; inactive = the rest, 99 in 100 with CPE inhibition below about 21%; note: strong numbers were not always called active
LYP phosphatase: inhibitors of LYP phosphatase, biochemical, fluorescence intensity, uHTS (AID 1779). recombinant LYP phosphatase, fluorescence intensity; higher % means a stronger effect. inhibition, % at 11.5 µM; hits with a dose series show IC50 in µM. 290,000 tested, 0.054% active; in the data active = inhibition above about 50%;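 note: plate controls were vehicle with enzyme for no effect and no enzyme for full effect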
AID2073: inhibitors of Mint1-CaV2.2 protein interaction, biochemical, HTRF (AID 2073) | inhibition, % at 20 µM, or IC50 in µM where a hit was titrated | HTRF protein-protein interaction, Mint1-CaV2.2; higher % means a stronger effect | 290,000 tested, 0.19% active; in the data active = inhibition mostly above about 51%, no sharp cut-off; inconclusive = no clear call, values can overlap the other calls; inactive = mostly below about 53%; note: some results filed as inactive read as strong as hits
NS5 inhibitors: flavivirus cap methylation enzyme inhibition – biochemical, confirmation dose response, primary screen (AID 588689). Dengue-2 NS5 methyltransferase capping enzyme assay, biochemical; higher % means a stronger effect. inhibition, % at 25 µM; hits with a dose series show IC50 in µM. 340,000 tested, 0.3% active; in the data active = a potency from the dose series; inconclusive = inhibition above about 29% without an active follow-up result
SIAH1 antagonists: Siah-1 peptide-binding antagonists, primary screen, biochemical, fluorescence polarization, rhodamine-plectin, uHTS (AID 1817); 290,000 tested, 0.02% active; Siah-1 / rhodamine-plectin peptide fluorescence polarization; higher % means a stronger effect; displacement, % at 20 µM; hits with a dose series show IC50 in µM;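 active = displacement of at least 50% at 20 µM, with a fluorescence ratio check between 0.3 and a set limit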;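 note: plate controls were Siah plus tracer with DMSO for no effect and tracer alone without Siah for full effect; strong numbers were not always called active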
MgcRacGAP inhibition: MgcRacGAP GTPase-activating activity inhibitors, confirmation, biochemical, ADP Hunter fluorescence. inhibition, % at 30 µM; hits with a dose series show IC50 in µM. AID 624330. MgcRacGAP-stimulated Rac1 GTP hydrolysis, ADP Hunter fluorescence; higher % means a stronger effect; GST-tagged Rac1 F28L mutant substrate. 340,000 tested, 0.6% active;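 active = first-screen hits whose inhibition reached a set limit at any dose in the follow-up dose series; inconclusive = inhibition above the set first-screen limit but never retested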;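 note: fluorescence reports GDP produced by GAP-driven GTP hydrolysis; strong numbers were not always called active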
HIV fusion peptide: cell-free HIV fusion peptide-binding blockers – biochemical, uHTS, fluorescence dequenching, primary screen (AID 1986) | cell-free peptide binding, fluorescence dequenching, 30 min; higher % means a stronger effect | one-dose inhibition, % at 20 µM; IC50 in µM for titrated hits | 290,000 tested, 0.3% active; in the data active = inhibition mostly above about 52%, no sharp cut-off; inactive = mostly below about 76%; note: some results filed as inactive read as strong as hits
XIAP displacement: XIAP antagonists, biochemical, IAP family, fluorescence polarization (AID 1018). XIAP BIR domain, fluorescence polarization peptide displacement; higher % means a stronger effect. displacement, % at 20 µM; hits with a dose series show IC50 in µM. 200,000 tested, 0.007% active; in the data active = displacement above about 50%; note: a part of the inactive calls stands beside numbers as strong as those of hits
NS5 inhibitors pilot replicate: also measured in NS5 inhibitors; calls as there; inhibition, %; measured here: pilot screen replicate inhibition
The depositor's hits bear a star; ? = inconclusive; . = no result given.

SMILES	Large T inhibition	RSV CPE inhibition	LYP phosphatase	AID2073	NS5 inhibitors	SIAH1 antagonists	MgcRacGAP inhibition	HIV fusion peptide	XIAP displacement	others
CCOC(=O)CCc1cnccc1-c1cccc(OC)c1O	12%	0.9%	.	.	-5%	.	9%	.	.
COC(=O)c1cc(C(=O)OC)n(Cc2ccc(Cl)cc2Cl)n1	0%	-0.2%	-5%	14%	-4%	-1%	0%	-1.3%	-4.6%
Cc1csc(NC(=O)c2cc(=O)[nH]c3ccccc23)n1	6%	-1.3%	0%	-3%	2%	9%	6%	-0.8%	.
CN(C)C(CNC(=O)c1ccc(Br)cc1)c1ccco1 (configuration not stated)	18%	0.0%	-6%	7%	-13%	7%	.	0.6%	.
O=[N+]([O-])c1ccc(O)c(C=Nc2ccc3c(c2)OCCO3)c1	34%	2.6%	-2%	-11%	3%	3%	22%	0.3%	-7.5%
Cc1ccc(C)c(S(=O)(=O)NCC(=O)Nc2sc3c(c2C(N)=O)CCC(C)C3)c1 (configuration not stated)	0%	1.8%	-7%	-10%	-1%	-4%	6%	-1.9%	-7.2%
Fc1ccccc1-c1nc2ncccc2o1	5%	1.7%	-6%	3%	-6%	6%	14%	-0.4%	8.7%
CSCC[C@H](NC(=O)N1CCn2c1nc1ccccc12)C(=O)NCc1ccc2c(c1)OCO2	3%	13%	-11%	-2%	-8%	6%	3%	-1.9%	.
CCn1c(C)nc2cc(C(=O)NNC(=O)Nc3ccc(Cl)c(Cl)c3)ccc21	8%	-0.7%	-9%	12%	.	-3%	.	0.4%	-12%
COc1ccc(CCN=C(N)NS(=O)(=O)c2cccs2)cc1OC	4%	-1.3%	-13%	10%	1%	-4%	10%	0.6%	-4.1%
S=c1[nH]nc(-c2ccccc2Cl)n1CC1CCCO1 (configuration not stated)	-2%	3.5%	-11%	-19%	7%	-2%	11%	-1.5%	-3.1%
Cn1ccc(C(=O)NC(=S)Nc2ccc([N+](=O)[O-])cc2O)n1	25%	0.4%	-4%	-14%	-3%	14%	8%	5.6%	.
O=C(CCNC(=O)N1CCn2c1nc1ccccc12)NCc1ccc(Cl)cc1	14%	2.4%	-8%	-10%	2%	1%	10%	0.7%	.
Cc1cc(-n2ccc(=O)[nH]c2=O)nc(-c2ccccc2)n1	1%	3.6%	-8%	4%	1%	6%	10%	4.1%	-0.8%
CC1(C)CC(=O)N(CC(=O)NC2CCCC2)c2ccccc2S1(=O)=O	5%	0.6%	-11%	23%	3%	2%	-5%	-2.5%	-4.0%
O=C(COC(=O)c1ccccc1C(=O)OCC(=O)NCCc1c[nH]c2ccccc12)NCCc1c[nH]c2ccccc12	3%	-0.1%	.	.	2%	.	0%	.	.
C=CCN1C(=O)OC2(CCCCC2)C1(C)O (configuration not stated)	9%	1.5%	-5%	-18%	-2%	3%	4%	-1.1%	-9.4%
O=C(Cc1ccccc1F)NC1CCCN(Cc2ccc(Cl)cc2)C1 (configuration not stated)	11%	0.0%	-1%	0%	-4%	3%	0%	1.3%	.
Cc1ccc(N2C(=O)CC(NNc3nc4ccccc4s3)C2=O)cc1C (configuration not stated)	11%	3.2%	-3%	-1%	-9%	5%	5%	0.5%	-3.3%
Cc1c(C(=O)NCc2ccc3c(c2)OCO3)oc2ccc(S(=O)(=O)N3CCCC3)cc12	3%	7.9%	4%	-25%	-4%	-1%	7%	-1.6%	-0.9%
Cc1ccc(C(C)C)c(OCCN)c1	3%	0.3%	1%	24%	-1%	4%	6%	3.0%	-1.8%
CN(C)CCNC(=O)c1ccc2c(c1)NC(=O)c1ccccc1S2	-37%	-0.7%	-10%	13%	-1%	-4%	9%	0.9%	.
COc1ccc(CCNc2oc(-c3cccc4ccccc34)nc2P(=O)(OC)OC)cc1OC	8%	3.9%	-42%	36%	-7%	0%	6%	-3.1%	-2.3%
Cc1ccc(Cl)cc1NC(=O)CNCC(c1ccccc1)N(C)C (configuration not stated)	4%	-0.4%	-3%	-1%	3%	4%	30%	1.6%	.

A stretch taken from the entries so far, for reference:
SMILES	Large T inhibition	RSV CPE inhibition	LYP phosphatase	AID2073	NS5 inhibitors	SIAH1 antagonists	MgcRacGAP inhibition	HIV fusion peptide	XIAP displacement	others
Cc1cc(-n2ccc(=O)[nH]c2=O)nc(-c2ccccc2)n1	1%	3.6%	-8%	4%	1%	6%	10%	4.1%	-0.8%
CC1(C)CC(=O)N(CC(=O)NC2CCCC2)c2ccccc2S1(=O)=O	5%	0.6%	-11%	23%	3%	2%	-5%	-2.5%	-4.0%
O=C(COC(=O)c1ccccc1C(=O)OCC(=O)NCCc1c[nH]c2ccccc12)NCCc1c[nH]c2ccccc12	3%	-0.1%	.	.	2%	.	0%	.	.
C=CCN1C(=O)OC2(CCCCC2)C1(C)O (configuration not stated)	9%	1.5%	-5%	-18%	-2%	3%	4%	-1.1%	-9.4%
O=C(Cc1ccccc1F)NC1CCCN(Cc2ccc(Cl)cc2)C1 (configuration not stated)	11%	0.0%	-1%	0%	-4%	3%	0%	1.3%	.

Next compounds.
SMILES	Large T inhibition	RSV CPE inhibition	LYP phosphatase	AID2073	NS5 inhibitors	SIAH1 antagonists	MgcRacGAP inhibition	HIV fusion peptide	XIAP displacement	others
Cc1ccccc1C(=O)NNC(=O)c1ccc(Br)cc1	5%	0.3%	-4%	6%	0%	7%	-5%	3.1%	-8.4%
CCOc1ccc2[nH]c(=O)c(CN(CCOC)C(=O)N3CCOCC3)cc2c1	18%	1.1%	-6%	4%	-7%	4%	7%	2.6%	-3.5%
CCOC(=O)c1[nH]c(C)c(/C(O)=C2\C(=O)C(=O)N(CCN3CCOCC3)C2c2cccs2)c1C (configuration not stated)	5%	1.8%	-5%	-4%	2%	1%	6%	2.1%	-3.7%	NS5 inhibitors pilot replicate=1.2
COc1ccc(/C=C/C(=O)Nc2ccc(S(=O)(=O)Nc3cc(C)nc(C)n3)cc2)cc1OC	0%	0.3%	-2%	10%	-3%	0%	-3%	1.5%	.
CN(NC1OC(=O)c2ccccc21)c1ccc(Cl)cc1[N+](=O)[O-] (configuration not stated)	8%	2.0%	1%	-7%	3%	2%	-1%	0.7%	.
Cc1ccccc1NC(=O)Cc1nnc(SCC(=O)c2ccc(Br)cc2)n1C	22%	2.1%	-10%	3%	-1%	-2%	7%	-1.4%	-5.1%
COc1ccc(Oc2nnnn2-c2ccccc2)cc1	8%	2.0%	-4%	-6%	1%	-3%	-2%	-0.8%	-2.2%
Cc1nc2cc(C(F)(F)F)ccc2n1C1CCN(CC(=O)NC(C)(C)C)CC1	2%	0.5%	-7%	20%	-2%	0%	8%	-2.3%	-2.6%
Cc1cc(C)n2nc(C(=O)Nc3ccc(S(=O)(=O)N4CCCCC4)cc3)nc2n1	2%	0.8%	-7%	3%	.	6%	9%	-2.9%	-7.2%
CC(C)Cn1c(-c2cccs2)nc2nc3ccccc3nc21	9%	11%	-22%	22%	-3%	-4%	12%	0.1%	-6.1%
CC1CCCC(C)N1C(=O)COC(=O)CCc1nc2ccccc2c(=O)[nH]1 (configuration not stated)	6%	0.8%	-10%	-2%	-3%	3%	6%	-0.9%	-4.5%
CCCCOC(=O)c1ccc(NC(=O)c2ocnc2C)cc1	9%	.	-2%	3%	-3%	4%	1%	1.5%	2.2%
O=C(Nc1ccc(Cl)cc1)c1cccc(S(=O)(=O)Nc2ccccn2)c1	8%	5.7%	-1%	3%	-7%	-3%	6%	3.3%	.
CNC(=O)c1sc(-c2cccs2)nc1C	2%	-0.1%	-5%	13%	-6%	4%	9%	1.7%	1.1%
Cc1ccc(C)c(NCc2ccccc2CO)c1	-2%	-2.0%	-2%	?	-1%	4%	0%	0.1%	-5.0%
CC(Sc1nc2ccccc2n1C)C(=O)Nc1ccc(N2CCOCC2)cc1 (configuration not stated)	32%	0.0%	-4%	1%	6%	22%	6%	1.1%	0.7%
Cc1nc2ccccc2c(=O)n1Nc1cccc(Cl)c1	15%	16%	-6%	-7%	-2%	-2%	9%	-3.8%	-2.4%
Cc1ccc2[nH]c(=O)cc(C(=O)OCC(=O)c3ccc(F)cc3)c2c1	-1%	7.2%	1%	20%	-2%	-2%	4%	0.2%	-9.6%
CNC(=O)CNC(=O)Nc1ccc(C)cc1	4%	-0.8%	-6%	10%	-13%	1%	2%	1.9%	-6.3%
COC(=O)c1sccc1NC(=O)Nc1cccc(Cl)c1Cl	4%	.	-5%	4%	5%	1%	7%	-0.4%	-2.2%
COc1ccc(C2(C(=O)Nc3ccc(C(=O)N4CCOCC4)cc3)CCOCC2)cc1	0%	4.3%	-11%	0%	1%	-3%	14%	-0.3%	-4.0%
OCC[C@@H]1C[C@@H](O)[C@H](O)[C@@]2(OCCc3ccccc32)O1	16%	0.3%	-9%	9%	-1%	4%	9%	2.6%	.
Cc1ccc2c(c1)-c1cc(C)nn1C(c1sccc1C)N2 (configuration not stated)	-4%	14%	-2%	3%	-4%	3%	-2%	12%	-2.4%
Cc1cccc2c1cnn2C(=O)CCC(=O)N1CCC(C)CC1	13%	1.3%	1%	-4%	-1%	-3%	4%	0.1%	.
C=CCNC(=O)COCc1cc(-c2ccc3c(c2)OCO3)on1	8%	0.9%	-3%	8%	7%	10%	11%	-1.9%	.
COc1ccc(-n2cc(-c3ccc(C)cc3)[n+]3c2SCC3)cc1	7%	0.6%	-7%	9%	4%	8%	5%	1.2%	-5.0%
O=C(COc1ccccc1)NCc1ccc2c(c1)OCO2	12%	-1.4%	-13%	-2%	-1%	1%	4%	0.2%	-1.9%
O=C(O)C1C2CCC(O2)C1C(=O)NCc1ccncc1 (configuration not stated)	3%	.	-3%	27%	3%	-3%	12%	1.3%	-8.7%
O=C(O)c1ccc(NC2=C(N3CCOCC3)C(=O)c3ccccc3C2=O)cc1	28%	2.6%	-7%	10%	6%	3%	-1%	5.7%	-6.4%
CC(C)OC(=O)CCC1(C(=O)O)CCC(=O)NC1 (configuration not stated)	5%	-0.1%	4%	5%	-6%	0%	0%	2.2%	-4.4%
O=C(C1CCCN1S(=O)(=O)c1cccc2nsnc12)N1CCN(c2ccc(F)cc2)CC1 (configuration not stated)	3%	1.6%	-10%	10%	16%	8%	6%	-0.7%	.
COc1ccccc1N1CCN(S(=O)(=O)c2ccc(-c3ccc(=O)[nH]n3)o2)CC1	7%	16%	-9%	4%	-5%	2%	5%	0.1%	.
Cc1noc(/C=C/N(C)C)c1S(=O)(=O)N1CCCC(C(=O)N2CCCCC2)C1 (configuration not stated)	8%	0.7%	2%	-1%	-6%	2%	0%	1.1%	-1.3%
CCCCn1c(=O)[nH]c(=O)c2c1nc(-c1ccc(C#N)cc1)n2C1CCCC1	20%	2.3%	-7%	41%	-3%	4%	7%	0.4%	-8.6%
CCOc1ccccc1NC(=O)CSc1n[nH]c(=O)n1-c1ccccc1	8%	1.8%	.	.	-11%	.	3%	.	.
CCC1(C)N(O)C(C)(C)C(c2ccc(F)cc2)=[N+]1[O-] (configuration not stated)	2%	2.1%	-5%	7%	-5%	-2%	-2%	0.6%	-5.7%
